# Xi reactivation: activators of inactive X chromosome reactivation, primary screen, imaging, XiGFP fibroblasts, GFP high-content imaging, set 2; XiGFP mouse fibroblasts, % GFP-positive cells imaging, 3 d; cells co-treated with 5-aza-dC sensitizer; scaled so ellipticine positive control = 100%; activation, % at 7.58 µM; AID 743238, 2013; hit rate 0.055% among 360,000;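 active = mean normalized replicate activation at least 10% and every replicate at or above 10%; inconclusive = only one of the two criteria met; inactive = mean below 10% and not all replicates reach 10%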;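 note: 0% = median of on-plate neutral control wells and 100% = ellipticine 6 µM median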
#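 assay system = SV40-immortalized XiGFP fibroblast cells, line 68-5-11 | buffer or medium = DMEM plus 5-aza-dC sensitizer | doses = single-point pinned compound dosing | times = 3-day compound exposure, then 15 min fixation at room temperature | benchmarks = positive control ellipticine, 6 µM final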
# GSIS activator: GLuc luminescence reporter in INS-1E cells, primary screen for activators of glucose-dependent secretion of insulin; activation, % at 16.6 µM; INS-1E GLuc reporter insulin secretion, 2-3 h; AID 743287, 2014; hit rate 0.61% among 370,000;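 active = lowest replicate activation of at least 40%, so every replicate reaches that level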;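 note: 0% = median of neutral control wells and 100% = median of IBMX positive control wells; some compounds called inactive have numbers as strong as hits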
# ERp5 block: inhibitors of ERp5-driven insulin aggregation, primary screen, biochemical, turbidity, absorbance 650 nm, single point. Protein disulfide-isomerase A6 (Homo sapiens), Q15084. 90 min. inhibition, % at 9.99 µM. hit rate 0.05% among 350,000. AID 651711, 2012;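 active = mean replicate inhibition above about 25%, with every replicate also reaching it, limit read from the data, passing the limit was not always enough; inconclusive = only one of those two criteria met; inactive = neither criterion met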
# Target sequence (Q15084 whole entry, looked up): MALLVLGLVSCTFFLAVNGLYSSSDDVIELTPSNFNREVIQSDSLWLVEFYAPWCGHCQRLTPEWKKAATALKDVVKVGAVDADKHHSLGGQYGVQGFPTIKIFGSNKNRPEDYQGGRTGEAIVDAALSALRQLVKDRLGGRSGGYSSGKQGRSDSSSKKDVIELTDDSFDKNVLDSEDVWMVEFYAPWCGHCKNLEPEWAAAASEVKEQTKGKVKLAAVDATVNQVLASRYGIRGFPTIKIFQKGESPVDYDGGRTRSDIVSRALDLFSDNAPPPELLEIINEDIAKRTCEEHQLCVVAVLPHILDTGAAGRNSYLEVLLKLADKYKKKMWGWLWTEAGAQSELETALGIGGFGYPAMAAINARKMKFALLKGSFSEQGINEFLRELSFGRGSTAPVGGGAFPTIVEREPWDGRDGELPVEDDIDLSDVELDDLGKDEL
# EWS-Fli block: EWS/Fli-driven NR0B1 reporter inhibitors, primary screen, A673 cells, NR0B1 luciferase, luminescence, MLPCN library. viability-normalised. inhibition, % at 12.6 µM. hit rate 0.67% among 350,000;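 active = mean inhibition of at least 50% after viability correction, with every replicate also passing that limit; inconclusive = mean reaches 50% but only one of two replicates passes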;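 note: firefly luciferase signal divided by Alamar Blue viability fluorescence both relative to DMSO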
# PAX8 inh HTS: inhibitors of PAX8-driven TPO luciferase reporter, primary screen, RMG-I cells, single concentration | SteadyGlo, 24 h | inhibition, % at 12.6 µM | hit rate 1.2% among 360,000 | AID 652154, 2013;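 active = mean replicate inhibition at least 60% with every replicate also reaching 60%; inconclusive = only one of the two criteria is met; inactive = mean below 60% and not all replicates reaching 60%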;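 note: luciferase light reporting Pax8 driven TPO promoter activity; plate controls were median of neutral control wells for no effect and mitoxantrone controls for full effect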
# ARNT-TACC3 inh: disruptors of ARNT/TACC3 protein interaction, primary screen, biochemical, AlphaScreen, single concentration | hit rate 0.66% among 390,000 | Transforming acidic coiled-coil-containing protein 3 (Homo sapiens), Q9Y6A5 | AID 623870, 2012 | inhibition, % at 9.99 µM | AlphaScreen His-ARNT PAS-B/GST-TACC3 binding, luminescence; TACC3 fragment carries E629A point mutation;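 active = mean inhibition of replicates at least 50% and at least half of replicates each reaching 50%; inconclusive = half or more replicates reach 50% but mean below 50%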;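 note: 0% = complete ARNT plus TACC3 wells and 100% = ARNT alone without TACC3; many hits fall short of the cut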
# CFTR F508del cor: F508del CFTR correction, initial screen, CFBE line, single point | hit rate 0.36% among 350,000 | activity (quench increase), % at 7.58 µM | AID 720511, 2013 | CFBE cells, YFP halide quenching; stimulated with forskolin plus potentiator P3; % fluorescence drop versus neutral controls;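 active = mean added fluorescence quench of at least 8% versus neutral control, with both replicates also reaching 8%; inconclusive = only one of the mean or replicate conditions met; inactive = mean below 8% and not both replicates reaching 8%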;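 note: cells transiently co-express mutant CFTR-F508del with the halide-sensitive YFP; corrector assay measuring rescue of mutant channel to the surface after 24 h compound exposure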
# DENV2 CPE: inhibitors of DENV2 cytopathic effect, primary screen, cell-based, plate reader, single concentration; DENV2-infected cells, cytopathic effect rescue; CPE inhibition, % at 9.99 µM; hit rate 1.7% among 350,000; in the data active = CPE inhibition above about 20%, passing the limit was not always enough; inconclusive = no clear call, values can overlap the other calls; tested in BHK-21 cells;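 note: 0% = median of neutral control wells and 100% = median of positive control wells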
# Numbers without * were called inactive; ? = inconclusive; / = no result given.
compound	Xi reactivation	GSIS activator	ERp5 block	EWS-Fli block	PAX8 inh HTS	ARNT-TACC3 inh	CFTR F508del cor	DENV2 CPE
COc1ccccc1-n1c(SCC(=O)Nc2cccc(C)c2)nc2c(c1=O)SCC2	-0.1	0.8	6.1	-2.9	11.4	2.8	1.5	5.0
Cc1ccc2c(c1)C1CN(C)CCC1N2S(=O)(=O)c1cccc(C(F)(F)F)c1 (configuration not stated)	0.0	-31.2	-6.1	6.9	0.2	8.2	-2.8	0.8
O=C(NCc1ccc(F)cc1)C1CCCN(S(=O)(=O)c2cccc3nonc23)C1 (configuration not stated)	0.0	5.0	15.3	6.7	5.6	/	-0.7	-1.3
COc1ccc(C)cc1S(=O)(=O)N1CCN(S(=O)(=O)c2cc(C(=O)O)ccc2C)CC1	0.0	-6.9	0.4	10.8	-0.7	-11.6	1.4	1.1
C[C@H](CO)N1C[C@H](C)[C@@H](CN(C)C)Oc2ncc(-c3cccnc3)cc2C1=O	/	/	20.7	-10.2	/	0.7	1.0	?
Cc1ccccc1-c1ccc2c(c1)O[C@@H](CN(C)Cc1ccncc1)[C@H](C)CN([C@@H](C)CO)S2(=O)=O	-0.5	-28.9	-6.8	20.3	/	18.7	-5.3	14.2
COc1cccc(/C=N\NS(=O)(=O)c2ccccc2)c1OC	0.1	-4.4	5.8	-4.9	-8.9	-1.4	-1.0	8.4
COC(=O)c1cccc(CN2C(=O)C(C)Sc3ccc(C#N)cc32)c1 (configuration not stated)	0.1	5.6	-4.9	7.3	3.1	/	-1.2	-1.2
CS(=O)(=O)N1CCCC(C(=O)c2cccc(Cl)c2)C1 (configuration not stated)	0.0	-8.9	10.1	-5.7	7.9	-1.9	3.4	-3.6
O=C(c1cc(-c2cccs2)nc2ccccc12)N1CCN(c2ccccc2O)CC1	0.4	14.0	-34.8	-10.3	3.9	5.8	-0.8	0.5
COC(=O)c1cc(Oc2ccc(S(=O)(=O)N3CCOCC3)cc2[N+](=O)[O-])cc(C(=O)OC)c1	0.1	-8.9	-2.6	2.3	19.8	/	2.1	13.7
C[C@@H]1CN([C@H](C)CO)C(=O)c2cc(NC(=O)CCCN(C)C)ccc2O[C@@H](C)CCCCO[C@H]1CN(C)C(=O)NC1CCCCC1	-0.1	24.7	-2.2	-5.1	/	-0.7	-2.9	2.5
CCN1CCN(C(C(=O)NC2CCCCC2)c2cc3ccccc3o2)CC1 (configuration not stated)	/	9.2	2.6	-8.5	-3.6	/	-0.3	-2.6
Cc1ccccc1S(=O)(=O)NCC[C@H]1CC[C@H](NC(=O)C2CCOCC2)[C@H](CO)O1	0.2	-10.1	-0.3	4.9	-23.5	-2.9	1.6	3.0
Cc1ccc(NC(=O)CN(C)C(=O)c2ccc(S(=O)(=O)N(C)c3ccccc3)cc2)cc1	0.1	-15.0	3.4	6.2	16.9	-10.8	0.5	2.9
COc1ccc(CNC(=O)[C@H](C)N2C(=O)N3CCc4c([nH]c5ccccc45)[C@@]3(C)C2=O)cc1OC	/	-10.2	-0.3	14.3	/	-0.6	-0.6	4.1
Cc1cc(NC(=O)CSc2ncc(CO)n2Cc2ccc(F)cc2)no1	0.0	2.7	1.0	7.0	-173.9	-5.4	3.2	-6.7
COC(=O)c1c(NC(=O)CN2C(=O)NC3(CCC(C(C)(C)C)CC3)C2=O)sc2c1CCCCC2 (configuration not stated)	-0.1	-6.1	1.9	9.9	3.6	-5.8	0.4	-9.0
CN(C(=O)COC(=O)C12CC3CC(CC(Cl)(C3)C1)C2)C1(C#N)CCCCC1	-0.1	23.9	2.4	-0.6	-5.5	10.1	0.6	-10.0
O=C(Nc1ccccc1N1CCOCC1)c1ccc(S(=O)(=O)NCc2ccco2)cc1	0.0	-9.8	-6.8	2.7	7.2	-3.0	0.8	0.3
COc1ccc(C2C(C(=O)Nc3cccnc3)=C(C)Nc3nc(-c4ccco4)nn32)cc1 (configuration not stated)	0.4	-9.8	7.9	0.1	-11.0	/	-1.3	-4.7
O=C(COC(=O)c1ccccc1C(=O)c1ccccc1)NCCc1ccc(Cl)cc1Cl	0.0	-12.9	-5.5	-2.9	12.5	/	-0.3	-8.7
CCn1c(Cn2nnc(-c3ccccc3)n2)nnc1SCC(=O)Nc1cccc(C(C)=O)c1	/	-4.7	0.7	10.0	/	1.0	-0.8	7.2
COc1ccc(OC)c(NC2c3ccccc3C(=O)N2Cc2ccc3c(c2)OCO3)c1 (configuration not stated)	0.0	-10.1	-1.7	0.6	14.0	8.7	-1.9	2.6
CCN(CC)C(=O)c1cccc(-c2csc(C(NC(C)=O)c3ccc(F)c(F)c3)n2)c1 (configuration not stated)	-0.1	-12.9	1.1	4.5	8.8	/	2.1	?

compound	Xi reactivation	GSIS activator	ERp5 block	EWS-Fli block	PAX8 inh HTS	ARNT-TACC3 inh	CFTR F508del cor	DENV2 CPE
COc1ccc(Br)c(-c2nc(CS(=O)(=O)c3ccc(F)cc3)no2)c1	0.0	3.5	-1.3	-31.2	-14.9	/	-1.9	-3.7
CNC(=O)C1CC(=O)N(c2ccc(OCC(=O)Nc3ccc(OC)cc3)cc2)C1 (configuration not stated)	-0.1	15.9	-11.0	-2.7	-10.1	-7.2	0.6	7.5
COc1ccc(CNC(=O)c2cnc3cc(C)ccn3c2=O)cc1	0.3	12.5	2.3	-6.9	-9.1	2.2	-4.4	5.2
COc1ccc(NS(=O)(=O)c2ccc(NC(=S)NC(=O)c3ccc(F)cc3)cc2)nn1	-0.1	1.5	/	/	-12.7	-1.7	/	/
Cc1cccc(C(=O)OCC(=O)N2CCCCCC2)c1O	0.1	-7.0	-4.2	-10.2	-154.2	/	-6.5	1.7
CC(/C=N/NC(=O)CSc1nnc(SCc2ccccc2)s1)=C\c1ccco1	0.0	-23.9	/	/	13.9	2.4	/	/
O=C(NCc1ccccc1Cl)C1CCCN1C(=O)Nc1ccccc1 (configuration not stated)	0.0	4.5	1.6	-0.6	22.9	1.9	1.7	-6.0
O=C(NCc1ccc2c(c1)OCO2)c1cc(-c2ccccc2)nn1CC1CC(c2cccnc2)=NO1 (configuration not stated)	0.0	11.4	-3.3	6.0	-17.8	-2.9	-3.3	-10.8
CCN(CC)CCCNC(=S)N(CCCO)Cc1cc2cc3c(cc2[nH]c1=O)OCO3	0.0	21.2	2.3	5.9	24.8	3.0	1.8	-6.5
CN1c2ccc(Br)cc2[C@@H]2[C@@H](CCN2C(=O)Cc2ccccc2)[C@@H]1CO	0.1	-28.2	-0.9	-1.2	-10.8	-5.7	-1.4	0.7
Cc1nonc1NC(=O)c1oc2ccccc2c1C	0.0	3.8	-3.5	-70.1	-30.7	-1.4	1.1	-2.5
CCOc1ccc(OCCC(=O)N(CC)CC(=O)Nc2ccccc2OC)cc1	0.2	-7.7	-1.8	-11.9	5.7	2.3	6.0	-1.2
COc1ccc(S(=O)(=O)N(C)C[C@@H]2Oc3ccc(NC(=O)CCCN(C)C)cc3C(=O)N([C@@H](C)CO)C[C@@H]2C)cc1	0.4	3.6	11.3	-0.2	19.1	-1.1	-0.1	3.6
CNC(=O)COC(=O)Cc1ccc(Cl)cc1	0.0	-4.9	-1.6	9.1	-18.1	3.5	-1.3	10.4
CC/C(=N/NC(=O)c1ccc2c(c1)OCO2)c1ccccc1O	0.1	-3.1	-0.1	-44.9	-31.7	8.7	/	8.0
CN1CCN(C(=O)C[C@H]2CC[C@@H]3[C@H](COC[C@H](O)CN3Cc3cccc(-c4ccncc4)c3)O2)CC1	-0.1	12.4	5.3	-6.3	3.8	-1.9	1.2	-5.6
CCC(=O)N1CC(=O)N2[C@H](C1)[C@H](c1ccc(-c3ccccc3F)cc1)[C@@H]2CO	0.1	-6.7	-7.2	1.4	/	/	-3.3	10.3
C[C@H](CO)N1C[C@H](C)[C@@H](CN(C)C(=O)Nc2ccc3c(c2)OCO3)Oc2cc(C#Cc3ccncc3)ccc2S1(=O)=O	1.5	-16.8	0.5	49.0	100.2*	5.5	1.8	-1.7
CCCNC(=O)N1CCC2(CC1)CN(C(=O)NC(C)C)[C@H](CO)c1c2c2ccc(OC)cc2n1C	0.3	6.7	-1.9	-6.5	8.0	/	1.4	9.4
C[C@@H]1CN([C@H](C)CO)C(=O)c2c(c3ccccc3n2C)-c2ccccc2CO[C@@H]1CN(C)S(=O)(=O)c1ccsc1	-0.7	6.3	0.0	2.3	7.2	8.0	0.9	-3.7
COc1cccc(/C=C2\SC(=S)N(CCCC(=O)N3CCCC3)C2=O)c1	0.1	-33.9	4.6	/	36.1	16.2	2.4	-6.9
Cc1cc(=O)oc2c(C)c(OCC(=O)NCCCn3ccnc3)ccc12	0.0	32.7	6.4	-7.1	-11.5	3.0	-0.3	5.1
COc1ccc(C(=O)Cn2cnc3ccccc3c2=O)cc1	0.4	-12.3	4.3	-76.5	-104.0	1.1	-1.0	-1.7
C[C@@H]1CN([C@@H](C)CO)C(=O)c2cccc(NC(=O)c3ccc(-c4nccs4)cc3)c2O[C@H]1CN(C)C(=O)Nc1ccc2c(c1)OCO2	-0.5	9.1	2.6	-9.7	/	-11.3	0.4	4.5
CCC[n+]1c2ccccc2cc2ccccc21	0.1	31.7	-0.1	7.0	23.3	-12.7	2.4	0.7

compound	Xi reactivation	GSIS activator	ERp5 block	EWS-Fli block	PAX8 inh HTS	ARNT-TACC3 inh	CFTR F508del cor	DENV2 CPE
CCOC(=O)C1CCN(S(=O)(=O)c2ccc(C)c(C(=O)NC3CCCCC3)c2)CC1	0.0	13.9	6.6	3.0	/	-2.8	0.8	-0.2
Nc1n[nH]c(N)c1N=Nc1ccc(Cl)cc1	0.1	/	-3.2	-19.5	-42.4	-0.7	/	-0.4
C[C@@H]1CN([C@@H](C)CO)S(=O)(=O)c2ccc(-c3ccncc3)cc2O[C@H]1CN(C)C(=O)CN(C)C	-0.4	12.8	8.2	0.0	-7.1	6.6	-0.4	-1.0
O=C(O)CC(CC(=O)Nc1ccc(F)c(Cl)c1)c1ccc(Cl)cc1Cl (configuration not stated)	0.2	/	2.9	-3.8	-0.7	-5.0	1.2	-2.3
Cc1cccc(C2CC(c3ccccc3)Nc3ncnn32)c1 (configuration not stated)	0.1	35.3	-2.3	3.3	-18.7	-2.9	-2.5	-5.4
O=C(NCc1ccccc1)C1CCCN1S(=O)(=O)c1ccc(Cl)cc1 (configuration not stated)	0.1	-14.4	14.6	-1.3	-21.0	-3.5	0.0	2.3
C[C@@H]1CN([C@@H](C)CO)C(=O)c2cc(-c3ccncc3)cnc2O[C@@H]1CN(C)S(=O)(=O)c1ccc(F)cc1	0.1	20.2	-0.9	-7.8	1.5	4.2	4.5	-3.3

# Bioassay records from PubChem.
